Source: PubChem (Broad Institute)
miR-122 sensor: inhibitors of miR-122 in Huh7 cells. Huh7 miR-122 Renilla luciferase sensor, 48 h; neutral wells = 0, positive control = 100. activation (reporter increase), % at 12.5 µM. 340,000 compounds, 0.3% hits;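 active = mean replicate activation score at least 90 and every replicate individually at or above 90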;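 also: higher luciferase means less miR-122 activity so hits act as miR-122 inhibitors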
FN deposit inh: fibronectin deposition inhibition; AH1F fibroblasts, Alexa488-fibronectin deposition fluorescence, overnight; inhibition, % at 12.6 µM; 350,000 compounds, 0.086% hits; AID 743247;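 active = mean inhibition across replicates of 30% or more, regardless of how many single replicates reach that level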;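 also: positive control wells lacked labelled fibronectin entirely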
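Material: AH1F fibroblasts assembling fluorescent fibronectin matrix; amount: 10000 AH1F cells/well; medium: DMEM, 2% serum; reagent: Alexa488-fibronectin, 24 nM final in well; dosing: single compound dose, delivered by pin transfer; incubation: 1 h adhesion, overnight exposure; detection: fluorescence after three HBSS washes, excitation 485 nm, emission 525 nm; measure: fibronectin deposition inhibition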
PglD inh: blocks C. jejuni PglD acetyltransferase activity. purified PglD enzyme, DTNB colorimetric CoA detection. inhibition, % at 12.5 µM. 360,000 compounds, 0.098% hits. AID 602405; in the data active = inhibition above about 16%, passing the limit was not always enough; also: strong numbers were not always called active
Statin myotox sup: protects C2C12 myotubes from simvastatin toxicity; rescue of ATP level, % at 7.49 µM; 330,000 compounds, 0.78% hits; ATP luminescence, 48 h; scaled: DMSO 0, geranylgeraniol control 100; AID 602340;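 active = mean ATP rescue above about 67%, or every replicate alone reaching that limit, limit read from the data, passing the limit was not always enough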;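 also: myotubes were challenged with 10 µM simvastatin during compound exposure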
INS-1E GSIS act: GLuc luminescence reporter in INS-1E cells, primary screen for activators of glucose-dependent secretion of insulin; activation, % at 16.6 µM; AID 743287; 370,000 compounds, 0.61% hits; INS-1E GLuc reporter insulin secretion, 2-3 h;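 active = lowest replicate activation of at least 40%, so every replicate reaches that level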;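 also: 0% = median of neutral control wells and 100% = median of IBMX positive control wells; some compounds called inactive have numbers as strong as hits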
PGC1a acetyl inh: PGC1a acetylation modulation, inhibitor mode. U2OS PGC1a acetylation, AlphaScreen anti-acetyl-lysine; with virally co-expressed GCN5 acetyltransferase. inhibition, % at 15.6 µM. 350,000 compounds, 0.17% hits;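 active = every replicate shows inhibition of at least 40%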;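 also: 0% = neutral control wells and 100% = positive control wells; some results beyond the cut were filed as inactive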
CFTR F508del cor: CFTR F508del correction in bronchial cells; activity (quench increase), % at 7.58 µM; AID 720511; CFBE cells, YFP halide quenching; stimulated with forskolin plus potentiator P3; % fluorescence drop versus neutral controls; 350,000 compounds, 0.36% hits;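 active = mean added fluorescence quench of at least 8% versus neutral control, with both replicates also reaching 8%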;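 also: cells transiently co-express mutant CFTR-F508del with the halide-sensitive YFP; corrector assay measuring rescue of mutant channel to the surface after 24 h compound exposure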
Cneo AK release: causes C. neoformans cell lysis; lysis activity, % at 15 µM; adenylate kinase release luminescence, 4 h; normalised: neutral wells 0, clomiphene wells 100; AID 651654; 360,000 compounds, 0.2% hits;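 active = mean lysis activity across replicates of at least 80%, whatever share of replicates individually reach that level; inactive = mean lysis activity below 80%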
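Schedule: static 4 h at 37 °C with compound, 1 h detection; system: C. neoformans cells; benchmarks: Clomiphene as positive control; buffer or medium: fresh YPD medium; measure: luminescence rise reflecting yeast cell lysis; measured by: luminescent adenylate kinase detection reagent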
* = called active by the depositor; [ ] = remark or other dose.

For COc1cc(Br)cc2cc(C(=O)N3CCN(c4ccccn4)CC3)c(=O)oc12 the results were miR-122 sensor 2, FN deposit inh -1, PglD inh -6 and Cneo AK release 6.
COc1ccccc1-n1c(SC)nc(O)cc1=O was read as miR-122 sensor -5, FN deposit inh 8, PglD inh 2, Statin myotox sup -2, INS-1E GSIS act -11, PGC1a acetyl inh 6, CFTR F508del cor 3.8 and Cneo AK release 0.
Screening CC(C)NC(=O)NCC[C@@H]1CC[C@@H](NS(=O)(=O)c2ccc(-c3ccccc3)cc2)[C@@H](CO)O1 returned PglD inh 0, Statin myotox sup 12, INS-1E GSIS act -7, PGC1a acetyl inh -14, CFTR F508del cor -2.5 and Cneo AK release 0.
Screening CO[C@@H]1CN(C)C(=O)c2ccc(NC(=O)c3ccccc3F)cc2OC[C@H](C)NC[C@@H]1C returned miR-122 sensor -18[16.7 µM], FN deposit inh -4, PglD inh -1, Statin myotox sup -5, INS-1E GSIS act 2, PGC1a acetyl inh 3, CFTR F508del cor -0.7 and Cneo AK release 0.
CC(OC(=O)C1CCCC1)C(=O)Nc1ncc(Cl)cc1Cl (stereo not given) was read as miR-122 sensor -4, FN deposit inh -2, PglD inh 4, Statin myotox sup 2, INS-1E GSIS act 13, PGC1a acetyl inh -3, CFTR F508del cor -5.4 and Cneo AK release -1.
`CN(C)C=Nc1ccc([N+](=O)[O-])c2ccccc12` gave miR-122 sensor -21, FN deposit inh 8, PglD inh 1, Statin myotox sup -5, INS-1E GSIS act -2, CFTR F508del cor 2.5 and Cneo AK release -1.
`CCOC(=O)Cc1ccc(Nc2nc3cc(-c4ccccc4C)sc3c(=O)n2C)cc1` gave miR-122 sensor -1, FN deposit inh -6, PglD inh -2, Statin myotox sup 0, INS-1E GSIS act -11, CFTR F508del cor -3.0 and Cneo AK release -1.
`NC(=O)c1cc2ccccc2o/c1=N\NC(=O)c1ccccc1O` gave miR-122 sensor -5, FN deposit inh -8, PglD inh -6, Statin myotox sup 14, INS-1E GSIS act -6, PGC1a acetyl inh 6, CFTR F508del cor 2.0 and Cneo AK release 3.
For CCc1cc2c(=O)c(-c3nc4ccccc4n3C)coc2c(CN2CCCC(C)C2)c1O (stereo not given) the results were miR-122 sensor -2, PglD inh 8, Statin myotox sup -13, INS-1E GSIS act -6, PGC1a acetyl inh -1, CFTR F508del cor -3.9 and Cneo AK release -1.
Cc1cc(C)c2nc(NC(=O)c3ccc([N+](=O)[O-])o3)sc2c1 was read as miR-122 sensor -6, FN deposit inh -5, PglD inh 2, Statin myotox sup 38, INS-1E GSIS act 6, PGC1a acetyl inh -12, CFTR F508del cor -1.8 and Cneo AK release 1.
`C[C@@H]1CN([C@@H](C)CO)C(=O)c2cc(-c3cncnc3)cnc2O[C@H]1CN(C)Cc1cncnc1` gave miR-122 sensor -6[16.7 µM], PglD inh -1, Statin myotox sup -25, INS-1E GSIS act 24, PGC1a acetyl inh 14, CFTR F508del cor -1.3 and Cneo AK release -14.
`O=C(/C=C/c1ccccc1O)c1ccccc1` gave FN deposit inh -2, PglD inh -3, Statin myotox sup 0, INS-1E GSIS act -22, PGC1a acetyl inh 7, CFTR F508del cor -0.8 and Cneo AK release 2.
O=C(c1cccc2ccccc12)N1CCCCC1 was read as miR-122 sensor -1, FN deposit inh -4, PglD inh 3, Statin myotox sup -12, INS-1E GSIS act 11, PGC1a acetyl inh 1, CFTR F508del cor 1.3 and Cneo AK release 0.
For CC1CC(C)CN(S(=O)(=O)c2cc3c4c(c2)CCN4C(=O)CC3)C1 (stereo not given) the results were miR-122 sensor 17, FN deposit inh 3, PglD inh -5, Statin myotox sup 8, INS-1E GSIS act 12, CFTR F508del cor 2.4 and Cneo AK release -2.
CCc1ccc(N2C(=O)C3ON(c4ccccc4)C(c4ccco4)C3C2=O)cc1 (stereo not given) was read as miR-122 sensor -4, PglD inh 6, INS-1E GSIS act -16, PGC1a acetyl inh 6 and Cneo AK release 1.
`O=C(Nc1cccc(S(=O)(=O)N2CCCC2)c1)c1cncc(Br)c1` gave miR-122 sensor 0, FN deposit inh -5, PglD inh 7, Statin myotox sup -5, INS-1E GSIS act -5, PGC1a acetyl inh 6, CFTR F508del cor 3.9 and Cneo AK release 3.
Cc1ccc(S(=O)(=O)N(C)C[C@H]2Oc3ccc(NC(=O)CCN4CCOCC4)cc3CC(=O)N([C@@H](C)CO)C[C@H]2C)cc1 was read as miR-122 sensor -5[16.7 µM], PglD inh -2, Statin myotox sup -27, INS-1E GSIS act 11, PGC1a acetyl inh 8, CFTR F508del cor -1.8 and Cneo AK release 1.
For CC(=O)c1ccc(NC(=O)CCc2c(C)nc3ncnn3c2C)cc1 the results were miR-122 sensor 24, FN deposit inh -9, PglD inh 3, Statin myotox sup -4, PGC1a acetyl inh 10 and Cneo AK release -1.
`CC=Cc1ccc2n(c1=O)C[C@@H]1[C@@H](CO)[C@H](C(=O)N3CCCCC3)N(Cc3ccccc3OC)[C@H]21` (mixture of isomers) gave miR-122 sensor -1[16.7 µM], PglD inh 4, Statin myotox sup 4, INS-1E GSIS act -14, CFTR F508del cor -1.5 and Cneo AK release 0.
Screening CCN(C(=O)Cn1c(=O)n(Cc2ccccc2)c(=O)c2ccccc21)c1cccc(C)c1 returned miR-122 sensor -4, FN deposit inh -2, Statin myotox sup 10 and PGC1a acetyl inh -11.
For COC(=O)N1C(=O)[C@](c2ccccc2)(C(C)C)N1C(=O)OC the results were FN deposit inh 1, PglD inh -2, Statin myotox sup 11, INS-1E GSIS act -14, CFTR F508del cor -0.5 and Cneo AK release -2.
For COC(=O)C1OC2(OC1C(=O)OC)c1ccccc1-c1ccccc12 (stereo not given) the results were miR-122 sensor 9, PglD inh -3, Statin myotox sup -15, PGC1a acetyl inh 1 and Cneo AK release 2.
For Cc1cccc(NC(=O)c2ccc(S(=O)(=O)N3CCCCCC3)cc2)n1 the results were miR-122 sensor -4, FN deposit inh 0, INS-1E GSIS act -8, PGC1a acetyl inh 3 and CFTR F508del cor -2.1.
Oc1ccc(-n2cccc2/C=N/n2cnnc2)cc1 was read as miR-122 sensor 2, FN deposit inh 12, Statin myotox sup -5, INS-1E GSIS act 2, PGC1a acetyl inh 28 and CFTR F508del cor 0.2.
O=C1c2[nH]nc(-c3ccccc3O)c2C(c2ccccc2)N1Cc1ccco1 (stereo not given) was read as miR-122 sensor 45, FN deposit inh -3, PglD inh -3, Statin myotox sup 6, INS-1E GSIS act -29, PGC1a acetyl inh -6 and Cneo AK release -4.
COc1ccc(-c2csc(NC(=O)c3ccccc3S(C)(=O)=O)n2)cc1 was read as miR-122 sensor -7, FN deposit inh -2, INS-1E GSIS act -11, PGC1a acetyl inh -5 and CFTR F508del cor 2.1.
`C[C@H](CO)N1C[C@H](C)[C@H](CN(C)S(=O)(=O)c2cccs2)Oc2ncc(-c3ccc(F)cc3)cc2C1=O` gave miR-122 sensor -5[16.7 µM], PglD inh 3, Statin myotox sup 10, INS-1E GSIS act -7, PGC1a acetyl inh -18, CFTR F508del cor -3.8 and Cneo AK release -2.
For CCN(CC)C(=O)Cn1c(=O)c2ccccc2n2c(=S)sc(-c3cccc(C)c3)c12 the results were miR-122 sensor 1, FN deposit inh 5, PglD inh 2, PGC1a acetyl inh 2 and Cneo AK release -21.
For CC(=O)c1ccc(Nc2nc(C(N)Cc3ccc(Cl)cc3)cs2)cc1 (stereo not given) the results were miR-122 sensor 0, FN deposit inh -12, PglD inh 4, Statin myotox sup -15, PGC1a acetyl inh 6, CFTR F508del cor 3.3 and Cneo AK release -1.
Screening CC(=O)CSc1nsc(SCC(C)=O)c1C#N returned miR-122 sensor 2, PglD inh -2, INS-1E GSIS act 5, PGC1a acetyl inh 7 and Cneo AK release 1.
For CCOC(=O)/C(C#N)=C\c1ccc(OCC(=O)Nc2ccc(C)cc2C)c(OC)c1 the results were miR-122 sensor -3, FN deposit inh -7, PglD inh 1, PGC1a acetyl inh 9 and Cneo AK release -3.
Screening O=C(O)C1C2C=CC(C2)C1C(=O)Nc1cccc(C(F)(F)F)c1 (stereo not given) returned miR-122 sensor 6, FN deposit inh -4, PglD inh 16, Statin myotox sup -8, INS-1E GSIS act -12, PGC1a acetyl inh 22, CFTR F508del cor 1.7 and Cneo AK release 2.
`CSc1ccc(C2=CC(=O)C[C@H](c3ccc4c(c3)OCO4)C2)cc1` gave miR-122 sensor 4, FN deposit inh 3, PglD inh 0, Statin myotox sup 8, INS-1E GSIS act 14, PGC1a acetyl inh 9, CFTR F508del cor 1.4 and Cneo AK release -1.
For CC1(c2cccc(Br)c2)NC(=O)N(CC(=O)Nc2cccnc2Cl)C1=O (stereo not given) the results were FN deposit inh -2, PglD inh 4, Statin myotox sup 5, INS-1E GSIS act 14, CFTR F508del cor -0.4 and Cneo AK release -3.
For C[C@@H]1CN([C@@H](C)CO)C(=O)c2cc(C#CC3(O)CCCC3)cnc2O[C@H]1CN(C)S(=O)(=O)c1cccc(F)c1 the results were miR-122 sensor -9[16.7 µM], FN deposit inh -10, PglD inh 3, INS-1E GSIS act -1, PGC1a acetyl inh -8, CFTR F508del cor 1.8 and Cneo AK release -3.
Screening Cc1ccc(C(=O)N(CC(C)C)c2nc3ccccc3s2)o1 returned miR-122 sensor -1, FN deposit inh -7, PglD inh -1, Statin myotox sup -5, INS-1E GSIS act 5, PGC1a acetyl inh 8, CFTR F508del cor 2.2 and Cneo AK release 0.
Screening C[C@@H]1CN([C@@H](C)CO)C(=O)c2cc(NS(=O)(=O)c3cn(C)cn3)ccc2O[C@@H](C)CCCCO[C@@H]1CN(C)C(=O)C1CCCCC1 returned miR-122 sensor 5[16.7 µM], PglD inh 3, INS-1E GSIS act 16, PGC1a acetyl inh 0, CFTR F508del cor -1.3 and Cneo AK release -3.
COCCn1c(=O)[nH]c2cc(C(=O)NCCN3CCN(c4cccc(Cl)c4)CC3)ccc2c1=O was read as miR-122 sensor -12, FN deposit inh -10, PglD inh -4, Statin myotox sup -4, INS-1E GSIS act -12, PGC1a acetyl inh 6 and Cneo AK release -1.
Screening CCCNC(=S)N(Cc1cc2cc(C)ccc2n2nnnc12)CC(C)(C)CN(C)C returned miR-122 sensor -3, FN deposit inh -7, PglD inh -1, Statin myotox sup -7, INS-1E GSIS act -12, PGC1a acetyl inh 19, CFTR F508del cor 2.4 and Cneo AK release 1.
For CN1C(=O)c2cccc3c(S(=O)(=O)Nc4ccc(O)c(C(=O)O)c4)ccc1c23 the results were miR-122 sensor 0, FN deposit inh -11, PglD inh -2, Statin myotox sup 5, INS-1E GSIS act 8, CFTR F508del cor -4.0 and Cneo AK release -1.
For C[C@@H]1CN([C@@H](C)CO)C(=O)c2cc(NC(=O)CCCN(C)C)ccc2O[C@@H](C)CCCCO[C@H]1CN(C)C(=O)Cc1ccccc1 the results were miR-122 sensor -4[16.7 µM], PglD inh 0, INS-1E GSIS act 16, PGC1a acetyl inh 3, CFTR F508del cor -2.6 and Cneo AK release -3.
